Screening results as filed in PubChem BioAssay.
Akt phos inh: blocks phosphorylation of Akt; activity change, % for hits at 50 µM; Neuro2A IGF-stimulated pAkt S473 HTRF, 20 min; hits give low values; 360,000 tested, 0.32% active; AID 651550; in the data active means activity change below about -80%; inconclusive means mostly about -51% to -80%; further: on the % scale 0 is the no-effect control and ±100 the full control effect
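Neuro2A cells (4,500/well, DMEM with 0.5% FBS) were treated with compound at a single 50 µM final concentration, stimulated with 6 nM IGF for 20 min at 37 °C, and lysed. Phospho-Akt Ser473 was read by HTRF as 665/615 ratio ×10^4.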
Abeta rescue: A-beta toxicity reversal in yeast | yeast expressing A-beta42, growth rescue, OD600, 48 h; response scale: 0% DMSO, 100% iron-clioquinol control | Potency, µM (top dose mostly 46.1 µM), for the others: top-dose growth rescue, usual class: activators | 410,000 tested, 0.063% active | AID 1347071; further: potency means the concentration at half of the fitted maximal effect; nearly all actives have a fitted effect of over 55% in size
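Growth rescue measured by 600 nm absorbance after 48 h yeast culture at 30 C with compound. Values normalized between DMSO and an equimolar ferric chloride plus clioquinol control.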
TGFb SMAD3 inh: blocks TGF-b signaling; HepG2 CAGA-GFP TGF-b/SMAD3 reporter, GFP fluorescence, 18 h; TGF-beta stimulated, 500 pg/mL final; Potency, µM (highest dose often 46.1 µM), for the others: at the top dose activity, negative = inhibition, hits mostly inhibitors; 410,000 tested, 1.2% active; further: potency means the concentration at half of the fitted maximal effect; on the % scale 0 is the no-effect control and ±100 the full control effect; nearly all actives have a fitted effect of over 65% in size
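Per well, imaged GFP fluorescence of HEPG2 CAGA-GFP cells gives the signal; cells get compound, then TGF-beta (500 pg/mL final), 18 h at 37 degrees C; %Activity versus -TGF-beta and +DMSO controls.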
HepG2 tox: HepG2 cytotoxicity, counter-screen for TGF-b inhibitors | HepG2 CAGA-GFP viability, ATP luminescence, 18 h | Potency, µM (top dose mostly 46.1 µM), for the others: at the highest dose activity change, negative = cytotoxicity, hits mostly cytotoxic | 410,000 tested, 0.76% active | AID 588856; further: potency means the concentration at half of the fitted maximal effect; some results filed as inactive show a strong effect at the top dose
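HepG2 CAGA-GFP cells (1000/well, DMEM with 1% FBS) received compound, then TGF-beta at 500 pg/mL final, and were incubated 18 hours at 37 degrees C. Viability was read by CellTiter-Glo luminescence. Media-only wells were set as complete cell-killing and DMSO as no toxicity.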
Nrf2 ARE act: activators of Nrf2 (ARE) signaling; 410,000 tested, 0.31% active; Potency, µM (series often up to 46.1 µM), inactives show top-dose activation, usual class: activators; AREc32 ARE-luciferase reporter (MCF7-derived line), luminescence, 24 h; further: potency means the concentration at half of the fitted maximal effect; % of control where 0% means no effect; nearly all actives have a fitted effect of over 65% in size
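ARE-driven firefly luciferase activity in AREc32 cells measured after a 24 hr compound exposure at 37 deg C, using Steady-Glo reagent and a 30 min room-temperature hold.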
A549 viability: kills or reduces viability of A549 cells in Nrf2 counter-screen; A549 ARE-Fluc cells, CellTiter-Fluor viability, 18-24 h; 390,000 tested, 0.16% active; Potency, µM (doses to about 46 µM), for inactives: at the top dose activity change, negative = cytotoxicity, usual class: inhibitors; AID 504648; further: potency means the concentration at half of the fitted maximal effect; on the % scale 0 is the no-effect control and ±100 the full control effect
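A549 ARE-Fluc cells in 5% FBS OPTI-MEM, 5000 cells/well, rested 2 h then exposed to compounds in concentration-response for 18-24 h at 37 °C. Viability by CellTiter-Fluor fluorescence (Ex 405/Em 525) after 30 min; luciferase luminescence (BugLite, 15 min, RT) read afterwards.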
Nrf2 inh: blocks Nrf2 signaling. A549 ARE-Fluc reporter, luciferase luminescence, 18-24 h. Potency, µM (highest dose often 46 µM), inactives show top-dose activity change, negative = inhibition, usual class: inhibitors. 360,000 tested, 2.1% active; further: potency means the concentration at half of the fitted maximal effect; on the % scale 0 is the no-effect control and ±100 the full control effect; nearly all actives have a fitted effect of over 60% in size
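A549 ARE_Fluc cells (5000/well, 5% FBS OPTI-MEM) pre-incubated 2 h, then treated with compounds 18-24 h at 37C/5% CO2 in concentration-response. CellTiter-Fluor viability read first; BugLite luciferase luminescence after 15 min at room temperature gives Nrf2 activity.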
Mm-Cpn inhibitor: inhibitors of Methanococcus maripaludis chaperonin (MmCpn). 330,000 tested, 0.031% active. AID 504842. purified Mm-Cpn ATPase, ADP Transcreener TR-FRET. Potency, µM (doses to about 76.9 µM), without a hit: at the top dose activity, negative = inhibition, usual class: inhibitors; further: potency means the concentration at half of the fitted maximal effect; on the % scale 0 is the no-effect control and ±100 the full control effect; nearly all actives have a fitted effect of over 80% in size
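Inhibition of chaperonin ATP hydrolysis is measured as reduced ADP production, detected by competitive TR-FRET in which signal falls with ADP. Final enzyme 25 nM and ATP 10 uM, reacted 30 min at 37°C.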
CCT chaperon mod: cytosolic chaperonin activity modulation; purified chaperonin ATPase assay, HTRF ADP detection, 30 min; activity change, % (test concentration not listed), hits read low; 360,000 tested, 0.3% active; in the data active means activity change below about -30%; further: on the % scale 0 is the no-effect control and ±100 the full control effect
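TRiC at 40 or 20 nM final (batch-dependent) in 30 mM Tris pH 7.4, 100 mM KCl, 5 mM MgCl2, 1 mM DTT, with compound at single 76 uM and 10 uM ATP, 30 min at 37 deg C. ADP detected by HTRF Transcreener, 665/615 ratio.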
* hit, by the source's call; i = inactive; ? = inconclusive; nt = not tested or not shown; & = joins results of further samples; [ ] = remark or other dose. Unless noted, the call rests on the fitted dose curve; in most records, active means well fitted curve in the direction sought with a large enough effect; inconclusive means small, poorly fitted or top-dose-only effect, or another doubt; inactive means no such curve, though single readings can be large; an effect the other way counts as inactive or inconclusive.

SMILES	Akt phos inh	Abeta rescue	TGFb SMAD3 inh	HepG2 tox	Nrf2 ARE act	A549 viability	Nrf2 inh	Mm-Cpn inhibitor	CCT chaperon mod
COc1cccc(CN2CC(C(=O)NCCc3ccccc3C(F)(F)F)CCC2=O)c1 (stereo not given)	i	5%	-2%	9%	-0.2%	1%	8%	-3%	-0.9
CC(=O)Nc1ccc(NC(=O)c2cccc(Oc3ccccc3)c2)cc1	i	-7%	-36%	-18%	0.2%	-8%	?	1%	-1.4
Cc1cc(C(=O)N/N=C/c2cn(C)nc2C)c2ccccc2n1	i	2%	15%	-13%	-0.8%	2%	-12%	-24%	2.3
O=C(Cn1cnc([N+](=O)[O-])c1)c1ccc(F)cc1	i	-15%	6%	0%	-0.3%	0%	28%	2%	-17
O=C(Cn1ncn2c(cc3ccccc32)c1=O)NCc1ccco1	i	-18%	-23%	-13%	2.6%	1%	26%	-4%	-1.5
Cc1cc(C)n(-c2nc3nonc3nc2Nc2cccc(C)c2C)n1	i	0%	10%	2%	-0.2%	1%	0%	2%	-0.2
Cc1ccccc1-c1csc(C(O)c2cccc(Cl)c2)n1 (stereo not given)	i	8%	3%	-1%	0.9%	nt	nt	nt	0.9
Clc1ccc(-c2nc3ccccc3[nH]2)cn1	i	-20%	-11%	-55%	7.4%	2%	?	-1%	0.4
O=C(CNCc1cccc(Cl)c1)N1CCc2ccccc2C1	i	-9%	-24%	-15%	0.6%	7%	6%	-7%	-6.0
CCN(CC)S(=O)(=O)c1ccc(OC)c(N)c1	i	11%	-1%	-12%	0.1%	8%	3%	-7%	0.8
CCCN1C(=O)c2[nH]nc(-c3ccc(F)cc3)c2C1c1ccc(O)c(OCC)c1 (stereo not given)	nt	4%	-10%	-36%	4.3%	0%	-13%	nt	nt
Cc1nc2sccn2c(=O)c1CCN1CCC(=C(c2ccc(F)cc2)c2ccc(F)cc2)CC1	i	0%	?	-96%	0.1%	-9%	-29%	0%[15.4 µM]	-1.3
N#CC(C#N)=C(Nc1ccc(F)cc1)SCc1cccc(Br)c1	i	-80%[inhibitor]	1.6µM*	-75%	?	?	4.1µM*	0%	1.2
COc1ccccc1Nc1nnc(SCC2CCCCO2)s1 (stereo not given)	i	-1%	-9%	-33%	-0.5%	-13%	?	-5%	-6.6
CNC(=O)c1c(NC(=O)c2ccc(N3C(=O)CCC3=O)cc2)sc2c1CCC(C)C2 (stereo not given)	i	-1%	-16%	1%	-0.6%	-5%	10%	nt	0.3
CCN(C(=O)c1ccccc1)c1ccc([N+](=O)[O-])cc1	i	-19%	-13%	4%	0.1%	0%	5%	-2%	-1.1
CCC(=O)Nc1sc2c(c1C#N)CCC2	i	-23%	15%	-66%	?	3%	10%	0%	1.5
O=C(CN1CCN(c2ccc(O)cc2)CC1)Nc1cc([N+](=O)[O-])ccc1Cl	i	4%	-6%	-5%	0.1%	0%	7%	0%	0.5
COc1ccc(OCc2cc(C(=O)NCCc3ccccc3)no2)c(Cl)c1	i	13%	-18%	-27%	-0.7%	-13%	-6%	3%	-3.3
COc1ccccc1N(C(=O)c1cncc(Br)c1)c1nc(-c2ccc(C)cc2)cs1	i	-3%	?	-11%	3.9%	-9%	?	-9%	-1.9
c1coc(-c2nnc(NC3=NCCC3)o2)c1	i	0%	-2%	-13%	0.7%	2%	?	-1%	-0.7
COc1cc(/C=N/NC(=O)c2cncc(Br)c2)cc([N+](=O)[O-])c1O	i	-21%	6%	-6%	0.1%	-10%	-9%	-4%	0.0
CN=C(Nc1cc(C)nn1CCC#N)c1ccccc1F	i	-22%	-10%	-20%	-0.4%	-2%	-29%	-3%	-0.6
O=C1CN(C(=O)c2ccc(S(=O)(=O)N3CCCC3)cc2)C(c2ccccc2)c2cc(Br)ccc2N1 (stereo not given)	nt	0%	?	-29%	5.6%	2%	3%[9.27 µM]	nt	nt
COc1ccc(/C(O)=C2/C(=O)C(=O)N(CCCN(C)C)C2c2cccc(Cl)c2)cc1OC (stereo not given)	i	2%	-21%	-1%	-0.4%	-2%	11%	-3%	0.4
CCC(=O)N1CCc2cc(S(=O)(=O)CCC(=O)N3CCN(c4cccc(C)c4)C(C)C3)ccc21 (stereo not given)	nt	4%	-4%	-32%	3.0%	6%	21µM*	nt	nt
O=C(CN1CCCN(S(=O)(=O)c2ccc(Br)s2)CC1)Nc1ccc(Cl)cc1	i	-5%	5%	-41%	6.1%	?	?	-2%	-1.6
Cc1nc2scc(-c3cccs3)c2c(=O)n1-n1cccc1	i	-31%[inhibitor]	5%	3%	4.1%	-5%	9%	1%	-8.6
COc1cc(OC)c2c(c1)C(=O)c1cc(OC)cc(OC)c1C2=O	i	8%	17%	0%	0.4%	-8%	5%	0%	-3.2
O=S(=O)(c1ccc2nc(-c3ccccc3)[nH]c2c1)N1CCN(c2cccc(Cl)c2)CC1	i	-2%	-11%	-26%	2.9%	-7%	?	-25%	-0.4

No new results follow: six of the compounds above.
SMILES	Akt phos inh	Abeta rescue	TGFb SMAD3 inh	HepG2 tox	Nrf2 ARE act	A549 viability	Nrf2 inh	Mm-Cpn inhibitor	CCT chaperon mod
COc1cccc(CN2CC(C(=O)NCCc3ccccc3C(F)(F)F)CCC2=O)c1 (stereo not given)	i	5%	-2%	9%	-0.2%	1%	8%	-3%	-0.9
CC(=O)Nc1ccc(NC(=O)c2cccc(Oc3ccccc3)c2)cc1	i	-7%	-36%	-18%	0.2%	-8%	?	1%	-1.4
Cc1cc(C(=O)N/N=C/c2cn(C)nc2C)c2ccccc2n1	i	2%	15%	-13%	-0.8%	2%	-12%	-24%	2.3
O=C(Cn1cnc([N+](=O)[O-])c1)c1ccc(F)cc1	i	-15%	6%	0%	-0.3%	0%	28%	2%	-17
O=C(Cn1ncn2c(cc3ccccc32)c1=O)NCc1ccco1	i	-18%	-23%	-13%	2.6%	1%	26%	-4%	-1.5
Cc1cc(C)n(-c2nc3nonc3nc2Nc2cccc(C)c2C)n1	i	0%	10%	2%	-0.2%	1%	0%	2%	-0.2

(list continues)
SMILES	Akt phos inh	Abeta rescue	TGFb SMAD3 inh	HepG2 tox	Nrf2 ARE act	A549 viability	Nrf2 inh	Mm-Cpn inhibitor	CCT chaperon mod
CCOC(=O)N1CCN(C(=O)CCS(=O)(=O)c2ccc3c(c2)CCN3C(=O)CC)CC1	i	1%	12%	-1%	-0.1%	0%	-5%	-1%	-1.1
COc1ccc(CNC(=O)C(C)Sc2nc3ccccc3c(=O)n2CC2CCCO2)cc1 (stereo not given)	i	-4%	-7%	-1%	1.8%	-9%	19%	0%	1.3
Cn1c(=O)c2[nH]c(-c3ccc(S(=O)(=O)O)cc3)nc2n(C)c1=O	i	-19%	17%	-2%	0.5%	-2%	3%	nt	1.5
Cc1ccc(C)c(N2CCN(C(=O)CN3C(=O)COc4ccc(S(=O)(=O)N5CCC(C)CC5)cc43)CC2)c1	nt	-4%	3%	-1%	-1.3%	0%	3%	nt	nt
O=C(CSc1nnc(-c2ccc(Cl)cc2)n1Cc1ccco1)c1cccs1	i	-4%	-23%	-12%	21%	3%	5%	?	0.3
O=C(CCC(=O)c1ccc(Cl)cc1)OCc1nc2ccsc2c(=O)[nH]1	i	-7%	16%	10%	-0.5%	-2%	-8%	1%	-2.8
CN1CCN(c2ccccc2NC(=O)c2cccs2)CC1	i	13%	-2%	-2%	0.3%	5%	7%	2%	-3.5
COc1ccccc1CNC(=O)C(CCSC)NC(=O)C1CCC(C)CC1 (stereo not given)	i	8%	-18%	-2%	-0.6%	0%	-14%	1%	-1.0
COc1ccc(CCN2C(=NC(=O)C(C)C)SC3CS(=O)(=O)CC32)cc1 (stereo not given)	i	12%	-2%	12%	0.4%	-4%	-21%	2%	-1.5
COc1ccccc1-c1c(-c2ccc(O)cc2O)n[nH]c1C(F)(F)F	i	-9%	?	-25%	0.1%	-13%	?	3%	0.0
O=C(O)/C=C/C(=O)c1ccc2c(c1)NC(=O)CO2	i	-7%	10%	11%	0.6%	-2%	7%	-2%	0.1
CC(C)C[C@@H](CN=[N+]=[N-])N1CCN(C)CCC1=O	i	2%	5%&0%	1%&42%	-0.5%	10%	0%	1%	0.3
O=C(Nc1ccc(O)cc1)C1CCCO1 (stereo not given)	nt	12%	7%	7%	-0.4%	-9%	nt	1%	-2.6
O=C(Cc1ccccc1)N/N=C/c1cccs1	i	4%	-12%	-18%	2.9%	0%	5%	1%	-2.3
CCOc1cc(/C=N/NC(=O)Cn2nc([N+](=O)[O-])cc2C)cc(Br)c1OCc1ccccc1F	i	6%	22%	1%	1.4%	-25%	-27%	1%	3.3
Cc1ccc(-c2ccc(SCC(=O)NC3CCCC3)nn2)cc1	i	7%	-7%	-10%	0.1%	11%	-9%	-5%	2.7
O=C(COc1ccc(Cl)cc1)N(Cc1ccccc1)c1nc(-c2ccccc2)cs1	i	4%	15%	-37%	0.3%	-21%	-8%	-5%	-3.5
O=C(NC(=O)N1CCCCC1)c1ccccc1	i	-4%	0%	-18%	0.2%	-3%	3%	-2%	0.0
CCCCN(C)c1nc(-c2ccco2)c2c(c1C#N)CC(C)(C)OC2	i	-51%[inhibitor]	?	-48%	?	-13%	?	-4%	-1.5
COc1cccc(OCc2nc3ccccc3n2Cc2ccccc2)c1	nt	?	?	-55%	6.3%	8%	-1%	nt	nt

This is a random part of the collection; 4.3% or so of the library scored in one or more.
